# Screens deposited in PubChem BioAssay by The Scripps Research Institute Molecular Screening Center.
# TCR CD3 inh – human TCR-CD3 binding inhibition; 360,000 compounds, 0.37% hits; inhibition, % at 9.4 µM; TAMRA-labeled TCR probe fluorescence, biochemical; in the data active means inhibition above about 19%;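 further: recombinant mutant TCR 2C K166C tagged with TAMRA read by polarization; 0% = receptor in buffer alone and 100% = receptor with positive control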
# TDP2 inh – TDP2 (human) inhibition, absorbance primary screen; O95551; recombinant TDP2, T5PNP hydrolysis, p-nitrophenol absorbance 415 nm; inhibition, % at 12.8 µM; 370,000 compounds, 0.34% hits;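 active means inhibition above the mean of all tested compounds plus 3 SD, set per campaign, cut at about 25% in these data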;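 further: 0% = DMSO with enzyme and 100% = buffer with substrate but no TDP2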
# Target sequence (O95551 whole entry, looked up): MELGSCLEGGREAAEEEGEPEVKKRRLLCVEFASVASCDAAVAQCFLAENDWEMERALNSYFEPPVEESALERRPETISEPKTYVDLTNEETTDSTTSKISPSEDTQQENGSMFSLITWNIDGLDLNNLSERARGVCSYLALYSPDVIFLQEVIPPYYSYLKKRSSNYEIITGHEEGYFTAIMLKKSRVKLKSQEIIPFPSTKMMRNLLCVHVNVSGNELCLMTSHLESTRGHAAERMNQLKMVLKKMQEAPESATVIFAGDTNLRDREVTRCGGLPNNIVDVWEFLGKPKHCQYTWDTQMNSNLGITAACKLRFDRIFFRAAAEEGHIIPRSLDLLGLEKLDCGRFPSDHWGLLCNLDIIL
#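 System – recombinant human TDP2 · Quantity – TDP2 enzyme at 120 nM final · Doses – single concentration, 12.8 µM nominal, with 1% DMSO · Incubation – 2 h at 37 °C · Measured by – epi absorbance of p-nitrophenol freed from T5PNP by hydrolysis · Read-out – % inhibition relative to enzyme-containing and enzyme-free wells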
# PG9 binder – small molecules binding HIV-1 gp120 antibody PG9. 360,000 compounds, 0.43% hits. TR-FRET gp120-PG9 antibody binding. inhibition, % at 6.7 µM; in the data active means inhibition above about 8.5%
# UHRF1 MBD2 ctr – blocks human UHRF1 binding to methylated DNA. Q96T88. UHRF1 binding to methylated oligo, TR-FRET. inhibition, % at 4.4 µM. 370,000 compounds, 0.75% hits. AID 687016; in the data active means inhibition above about 21%;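 further: UHRF1 SRA domain binding a hemimethylated CpG hairpin DNA probe; 0% = median of test compound wells and 100% = reference inhibitor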
# PRMT1 FP inh – inhibitors of human PRMT1 | recombinant PRMT1, activity-based probe fluorescence polarization | 370,000 compounds, 1.3% hits | inhibition, % at 2.79 µM | Q99873 | AID 652257;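 active means inhibition above about 21% made by adding two undisclosed values, limit read from the data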
# SIAE inh – inhibitors of human sialic acid acetylesterase SIAE. inhibition, % at 9.66 µM. Q9HAT2. SIAE FP-Rh probe binding, fluorescence polarization. 370,000 compounds, 0.69% hits;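 active means inhibition above a cutoff: mean of compounds within the control limits plus 3 SD of those, cut at about 17% in these data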;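 further: 0% = plate median of compound wells and 100% = probe without SIAE protein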
# Target sequence (Q9HAT2 whole entry, looked up): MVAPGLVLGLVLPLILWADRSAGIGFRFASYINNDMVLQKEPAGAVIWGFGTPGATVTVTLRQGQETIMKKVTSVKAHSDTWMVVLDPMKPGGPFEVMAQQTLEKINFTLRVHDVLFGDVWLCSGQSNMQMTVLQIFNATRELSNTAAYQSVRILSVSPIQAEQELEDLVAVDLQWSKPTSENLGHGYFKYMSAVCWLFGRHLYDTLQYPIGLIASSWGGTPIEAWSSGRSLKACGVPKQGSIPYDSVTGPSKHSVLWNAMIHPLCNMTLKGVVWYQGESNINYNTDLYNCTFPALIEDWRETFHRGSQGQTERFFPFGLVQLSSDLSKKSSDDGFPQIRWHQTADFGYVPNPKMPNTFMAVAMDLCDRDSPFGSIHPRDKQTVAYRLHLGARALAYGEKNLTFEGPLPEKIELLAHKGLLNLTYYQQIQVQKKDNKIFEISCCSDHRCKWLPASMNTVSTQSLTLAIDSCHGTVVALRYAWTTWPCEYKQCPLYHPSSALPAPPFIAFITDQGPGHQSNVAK
# HTRA1 inhibitor – blocks human HTRA1 serine peptidase; Q92743; recombinant HTRA1, FP-rhodamine activity-based probe, fluorescence polarization; inhibition, % at 5.96 µM; 340,000 compounds, 0.5% hits; in the data active means inhibition above about 36%;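 further: 0% = enzyme with DMSO and 100% = wells lacking enzyme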
# Tn7 DDE FP – disrupts Tn7 cyclic peptide binding to fibrin D-Dimer-E complex; FP displacement of FITC-Tn7 peptide from fibrin DD(E); 0% = median of compound wells per plate; inhibition, % at 8.3 µM; 370,000 compounds, 0.13% hits; AID 720508;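 active means inhibition above the mean of compounds falling within the control limits plus 3 SD of them, cut at about 14% in these data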;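 further: 0% = plate median of compound wells and 100% = 10 µM Aha-Tn7 peptide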
#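 Assay system: human fibrin DD(E) protein / Input: 2 µM fibrin DD(E) / Benchmarks: high control of 10 µM Aha-Tn7 peptide / Measured by: fluorescence polarization of the labelled Tn7 tracer / Medium: Tris buffer with calcium and detergent, pH 7.8 / Timing: 10 min compound pre-incubation, 3 h probe incubation at room temperature / Repeats: one replicate per compound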
# LEDGF integ inh – blocks HIV-1 LEDGF/p75-dependent DNA integration | TR-FRET IN-LEDGF/p75 DNA integration, Eu/Cy5 | inhibition, % at 3.7 µM | 370,000 compounds, 0.64% hits | AID 743269;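 active means inhibition above the screen-wide mean plus 3 SD, cut at about 13% in these data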;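 further: signal is the Cy5 over europium emission ratio at 671 and 618 nm; 0% = plate median of compound wells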
# ABHD4 inh – inhibitors of mouse ABHD4. Q8VD66. purified mABHD4, FP-Rh probe fluorescence polarization. AID 720543. 370,000 compounds, 0.54% hits. inhibition, % at 8.92 µM;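 active means inhibition exceeding the mean over every tested compound plus 3 SD, cut at about 30% in these data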;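 further: 0% = plate median of compound wells and 100% = S159A mutant with DMSO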
#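 Test system: mABHD4 protein | Buffer or medium: HEPES pH 7.0 buffer, 150 mM NaCl, 0.01% Pluronic F-127 | Probe or stimulus: FP-Rh fluorescent activity-based probe, added after compound pre-incubation | Timing: Pre-incubation 45 min, probe exposure 60 min, at 25 °C | Technique: Fluorescence polarization, excitation 525 nm, emission 598 nm, BODIPY TMR filters | Repeats: Single well per compound (singlicate)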
# Numbers without * were called inactive; x = not tested or not shown.
SMILES,TCR CD3 inh,TDP2 inh,PG9 binder,UHRF1 MBD2 ctr,PRMT1 FP inh,SIAE inh,HTRA1 inhibitor,Tn7 DDE FP,LEDGF integ inh,ABHD4 inh
Oc1ccc(Br)cc1/C=N/n1c(-c2ccccc2)n[nH]c1=S,-4,2,2.3,0,4,0,12,0,1,2
CCOC(=O)[C@H](CCc1ccccc1)N[C@H]1CCc2ccccc2N(CC(=O)O)C1=O,2,2,0.3,-1,0,-4,3,3,1,-3
CCOC(=O)C1C(=O)NC(N2CCCCC2)=NC1c1ccco1 (centres undefined),-1,-20,-0.8,6,-1,-2,-3,-9,-2,3
CCN/N=C(\Cc1nc2ccccc2[nH]1)c1ccccc1,4,3,-2.7,-2,1,8,-10,-4,1,-4
COc1ccc(N(C(=O)CNC(=O)c2ccco2)C(C(=O)NCC2CCCO2)c2ccccc2)cc1 (centres undefined),2,-8,1.3,2,2,0,-3,-3,-6,4
Cc1cc2c(cc1C)CSC(c1c(O)ccc3ccccc13)SC2,-8,6,-2.8,-1,3,-13,-5,-2,0,-4
O=C(c1cc(S(=O)(=O)N2CCOCC2)ccc1F)N1CCCc2ccccc21,5,1,0.3,9,2,-5,4,-2,1,9
COC(=O)c1ccc(S(=O)(=O)N2CCC(NC(=O)CCc3ccccc3)CC2)cc1,x,-5,x,0,2,-7,x,-3,1,0
COc1ccc(CCN=C(N)NS(=O)(=O)c2ccc(F)cc2)cc1,0,-13,-1.2,2,6,-1,-1,0,-5,-2
O=c1[nH]c(CS(=O)(=O)c2ccccc2)nc2ccccc12,8,9,0.4,0,3,-3,-2,0,1,5
NC(c1csc(Nc2ccc(C(=O)c3ccccc3)cc2)n1)C1CCCCC1 (centres undefined),0,1,-0.4,1,0,-3,x,3,3,23
Cc1cc(C)c2nc(C(F)(F)F)nc(NCCCN3CCCC3=O)c2c1,10,-5,-2.0,-1,-1,2,1,11,-1,-6
CC(=O)NC1C(=O)N=C(SCC(=O)NC(C)c2ccccc2)NC1=O (centres undefined),-4,-1,1.0,-1,31*,3,0,1,0,6
Cc1cccc(NC(=O)c2ccc3ccccc3n2)n1,0,5,-0.4,-4,0,-4,-18,-4,1,-18
COc1ccc(CC(=O)NCC(=O)NC(Cc2ccccc2)C(=O)O)cc1 (centres undefined),-2,-1,-1.8,1,3,-3,-3,3,-2,-1
Cc1sc2ncn(Cc3ccccc3F)c(=O)c2c1C,-1,-8,-2.9,-1,-2,-2,-4,-1,3,-4
CCNc1nc2c(cnn2C)c(=O)[nH]1,-6,8,0.4,3,4,3,5,6,2,-5
COc1cccc2sc(NNC(=O)c3nc4ccccc4s3)nc12,2,1,-0.5,-5,0,5,39*,-3,1,28
Cc1ccc(C(=O)N(C)[C@H]2C[C@H]3c4[nH]c5c(-c6cccc(C)c6)cccc5c4CCN3C[C@H]2[C@H](C)O)cc1,x,2,x,-4,-3,2,x,1,-5,6
Cc1cnc(=O)[nH]c1SCc1cccc([N+](=O)[O-])c1,1,-4,-2.2,3,0,1,2,2,-1,-6
CC1(C(=O)NS(=O)(=O)c2ccccc2)CCN1C(=O)CCc1ccc(Cl)cc1Cl (centres undefined),-4,11,1.9,3,5,0,x,0,2,-2
Cc1ccc(NC(=O)CNC(=O)Cc2cccc3ccccc23)nc1,-4,5,0.1,0,0,-7,5,1,-2,4
O=C(c1ccccc1)N1N=C(c2ccccc2)CC1(O)C(F)(F)F (centres undefined),-5,-14,-1.1,3,-4,-2,-3,-5,3,-6
C/C(=N\Nc1ccccc1)c1cccc(N)c1,-6,-20,-20,-2,4,10,-21,-4,4,6
Cc1ccc(S(=O)(=O)Nc2ccc3c(c2)nc(CCN2CCCCC2)n3C)cc1,-7,-6,-0.8,3,-3,3,-13,-3,1,1
COc1ccc(C(=O)N/C(=C\c2ccccc2)C(=O)Nc2ccc(C(=O)O)cc2)cc1,-3,9,1.4,-3,-1,-8,0,0,2,-5
Cc1ccc(OC(C)C)c(CN(CCO)CCO)c1,-5,4,-1.7,-1,-1,3,-2,3,-2,-2
CCCCOCCCNC(=O)C[C@@H]1C(=O)N(Cc2ccc(OC)cc2)/C2=C/CCCCC[C@@]21C(=O)OCC,x,3,x,0,-4,9,x,4,-2,-5
CCN(CCO)C(=O)CC(c1ccccc1)c1cc(Br)ccc1O (centres undefined),-2,-11,-1.8,2,2,4,-5,2,-2,0
Cc1ccc2c(c1)C=CC(C)N2C(=O)c1ccccc1 (centres undefined),10,-1,-1.1,0,-1,1,2,-5,2,-2
Cc1ccc2c(Cl)c(C)c(N3CCCC3)nc2n1,5,4,-1.5,-1,0,9,1,6,-3,4
CN(C)c1cccc(CNC(=O)c2csc([C@@H]3O[C@H](CO)[C@@H](O)[C@H]3O)n2)c1,1,-6,-1.9,-1,-6,1,x,1,2,5
COc1cc(C2NC(C(=O)O)Cc3c2[nH]c2ccccc32)cc(OC)c1OC (centres undefined),0,-7,0.1,4,4,-1,-4,-5,-1,7
COc1ccc(CCc2ccc3ccccc3n2)cc1,-3,4,-0.9,-1,-2,-2,-9,2,-1,-7
C=CCn1c(SCC(=O)NNC(=S)Nc2ccccc2)nnc1-c1ccccc1,-6,-5,-2.2,2,-6,-1,6,-1,5,-4
Cc1ccc2nsnc2c1NC(=O)Cc1ccc(Cl)cc1,-5,0,-2.2,-2,-1,5,1,8,-2,-9
CCCC(C)NC(=O)c1sc2nc3n(c(=O)c2c1C)CCC3 (centres undefined),-11,2,-0.1,1,4,5,2,1,-2,-1
Cc1ccc(NS(=O)(=O)c2ccc(OCC(=O)NCc3ccco3)cc2)cc1,6,0,0.3,-1,0,-2,-1,-4,0,-4
Cc1ccc(N(C)S(=O)(=O)c2cccc(C(=O)OCC(=O)N(C)Cc3ccccc3)c2)cc1,-3,0,-1.4,0,0,-5,-21,-2,-2,-11
COc1ccc(OC)c2sc(N(CCCN(C)C)C(=O)CCS(=O)(=O)c3ccccc3)nc12,-2,1,0.7,4,11,2,-4,5,-5,5
CCn1cnc2cc(NCc3nc4ccccc4n3C)ccc21,2,-9,-3.3,-2,-3,0,8,4,0,5
NC[C@@H]1O[C@H](C23CC4CC(CC(C4)C2)C3)Cc2c1ccc(O)c2O,-1,-7,-3.7,5,-1,-3,60*,-6,-3,21
O=C(CCN1CCN(c2ccc(F)cc2)CC1)Nc1ccc(F)cc1,4,1,-2.8,-1,0,8,-1,-6,-1,-1
CCNC(=O)n1nccc1C(C)Oc1cccc(C(F)(F)F)c1 (centres undefined),-2,-9,1.4,4,1,5,-10,4,0,-5
N/C(=N/S(=O)(=O)c1ccccc1)c1cccc([N+](=O)[O-])c1,5,1,1.0,-1,1,-8,6,-4,-2,-3
CCC(=O)Nc1ccccc1N1CCN(c2ccc(F)cc2)CC1,-4,2,2.4,-3,2,12,6,8,-3,0
COc1ccc(NC(=O)C2(C)CCN2CC2CCCCC2)cc1OC (centres undefined),-5,2,-2.4,4,2,-4,x,4,-3,0
COc1ccc(CCN2CC(C(=O)NCCc3cccnc3)CCC2=O)cc1 (centres undefined),3,14,-1.7,0,3,-3,-10,-10,-1,6
COc1cccc(C(NC(C)=O)c2nc(-c3ccc(C)c(C)c3)cs2)c1 (centres undefined),-7,-5,-1.5,1,-1,-3,x,1,-1,-9
Cc1ccc(C)c(N(CC(=O)Nc2ccccc2C(=O)NCc2ccco2)S(=O)(=O)c2ccccc2)c1,2,-15,-1.9,-2,-1,-6,-55,-5,6,-8
CN(C)n1cnc2ccsc2c1=O,-5,-5,-0.9,3,0,0,5,9,-2,1
O=C(NCc1ccccc1Cl)C1CCCN1S(=O)(=O)c1ccccc1F (centres undefined),-1,1,-1.3,3,-6,3,-1,2,4,-7
O=C(c1ccc2nc(Cc3cccc(Cl)c3)oc2c1)N1CCC(CO)CC1,-1,1,-2.0,1,1,-2,-6,-2,0,-9
CC(C)(C)c1ccc(C(=O)N2CCN(Cc3ccccc3)CC2)cc1,-3,2,0.3,-2,0,5,0,0,2,3
NNC(=O)COc1ccc(F)cc1,6,0,-2.9,-2,-3,-1,-6,9,-1,-3
O=c1c2cc(N3CCOCC3)ccc2[nH]c(=S)n1CCCN1CCCCCC1,-1,-4,1.1,-4,3,-1,11,-3,0,6
OC[C@H]1O[C@@H](c2nc3ccc(-c4nc(-c5ccc(Br)cc5)no4)cc3[nH]2)C[C@@H]1O,-1,-8,1.9,-4,-1,-46,x,-6,1,-74
Cc1cc(C)n2[nH]c(=O)c(N=Nc3cccc(C(F)(F)F)c3)c2n1,0,7,-4.7,-7,0,4,2,0,-4,3
Cc1ccc(S(=O)(=O)N(C)CC(=O)Nc2cccc(C)n2)cc1,2,80*,-0.7,-1,1,1,-2,8,-1,4
CCn1c(SCC(=O)Nc2ccccc2OC)nc2ccccc2c1=O,-6,-4,-2.5,-3,-2,4,1,0,-1,-7

# Filtered by structure, those above containing bromine
SMILES,TCR CD3 inh,TDP2 inh,PG9 binder,UHRF1 MBD2 ctr,PRMT1 FP inh,SIAE inh,HTRA1 inhibitor,Tn7 DDE FP,LEDGF integ inh,ABHD4 inh
Oc1ccc(Br)cc1/C=N/n1c(-c2ccccc2)n[nH]c1=S,-4,2,2.3,0,4,0,12,0,1,2
CCN(CCO)C(=O)CC(c1ccccc1)c1cc(Br)ccc1O (centres undefined),-2,-11,-1.8,2,2,4,-5,2,-2,0
OC[C@H]1O[C@@H](c2nc3ccc(-c4nc(-c5ccc(Br)cc5)no4)cc3[nH]2)C[C@@H]1O,-1,-8,1.9,-4,-1,-46,x,-6,1,-74

# Additional compounds follow.
SMILES,TCR CD3 inh,TDP2 inh,PG9 binder,UHRF1 MBD2 ctr,PRMT1 FP inh,SIAE inh,HTRA1 inhibitor,Tn7 DDE FP,LEDGF integ inh,ABHD4 inh
CCc1nc2c(OCC(=O)c3ccc(F)cc3)cccn2c1N(C)C(=O)COc1ccccc1,0,9,-0.9,-2,1,2,x,2,1,-6
Cn1c(NCc2ccccc2)cc(=O)n(C)c1=O,1,-1,-0.7,2,1,-2,4,7,0,7
O=C(C1CCN(c2ncnc3c2nc2n3CCCCC2)CC1)N1CCN(c2ccc(F)cc2)CC1,5,15,-1.2,-1,-3,5,1,-6,0,1
CCN(CC(=O)NCc1cccs1)S(=O)(=O)c1ccc([N+](=O)[O-])cc1,0,-7,-0.2,0,-2,-3,-2,-3,7,-6
O=C(COC(=O)CN1C(=O)c2ccccc2C1=O)NC1CCCC1,-9,-21,0.5,6,6,-3,11,2,-2,-3
